MgcRacGAP inhibition – MgcRacGAP GTPase-activating activity inhibitors, confirmation, biochemical, ADP Hunter fluorescence | MgcRacGAP-stimulated Rac1 GTP hydrolysis, ADP Hunter fluorescence; higher % means a stronger effect; GST-tagged Rac1 F28L mutant substrate | AID 624330 | one-dose inhibition, % at 30 µM; IC50 in µM for titrated hits | 0.6% of 340,000 active;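 active = first-screen hits whose inhibition reached a set limit at any dose in the follow-up dose series; inconclusive = inhibition above the set first-screen limit but never retested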;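 also: fluorescence reports GDP produced by GAP-driven GTP hydrolysis; strong numbers were not always called active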
PhoP inhibition – inhibitors of PhoP regulon expression, primary screen, Salmonella Typhimurium, GFP reporter (AID 1863). S. Typhimurium PhoP-regulated promoter GFP reporter, 4 h; higher % means a stronger effect. inhibition, % at 50 µM, or IC50 in µM where a hit was titrated. 0.16% of 300,000 active;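 active = inhibition over 29.93%, a cutoff 3 SD above the screen mean, later confirmed by dose response; inconclusive = inhibition over 29.93% but no dose response follow-up; inactive = inhibition at most 29.93% or unconfirmed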;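 also: 0% = low Mg2+ inducing control and 100% = high Mg2+ repressing control; strong numbers were not always called active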
NTR1 ag – NTR1-driven beta-arrestin-GFP spot formation – imaging, U2OS cells, high content, primary screen (AID 493036) | P30989 | agonist mode | activation, % at 20 µM | 0.17% of 330,000 active;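 active = activation at or above 40% of the spot to cytoplasm intensity ratio, with at least 20 cells analyzed; inconclusive = wells under 20 cells, flagged as cytotoxic or low count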;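 also: 0% = DMSO without peptide and 100% = 100 nM NTR1 peptide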
Target sequence (P30989 whole entry, looked up): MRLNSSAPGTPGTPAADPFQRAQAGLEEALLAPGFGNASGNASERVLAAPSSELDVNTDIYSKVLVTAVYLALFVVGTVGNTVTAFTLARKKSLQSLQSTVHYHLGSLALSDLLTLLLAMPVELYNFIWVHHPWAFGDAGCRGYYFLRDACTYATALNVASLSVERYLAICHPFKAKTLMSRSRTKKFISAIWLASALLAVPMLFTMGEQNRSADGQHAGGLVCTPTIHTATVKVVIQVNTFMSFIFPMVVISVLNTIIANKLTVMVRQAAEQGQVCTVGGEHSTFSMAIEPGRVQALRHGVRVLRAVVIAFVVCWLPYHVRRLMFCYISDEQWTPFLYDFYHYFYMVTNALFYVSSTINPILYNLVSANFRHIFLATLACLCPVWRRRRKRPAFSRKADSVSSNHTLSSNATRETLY
West Nile antiviral – inhibition of WNV-induced cytopathic effect – cell-based, CPE readout (AID 1621) | West Nile virus-infected cells, CPE inhibition; higher % means a stronger effect | CPE inhibition, % at 10 µM, or IC50 in µM where a hit was titrated | 0.02% of 290,000 active; in the data active = a potency from the dose series; inconclusive = CPE inhibition mostly from about 3.7% at the one dose, without a potency; inactive = the rest, 99 in 100 with CPE inhibition below about 2.2%; also: strong numbers were not always called active
K1F lysis inhibition – protection from phage-mediated lysis, alamar blue read-out – E. coli UTI89, K1F phage, bacterial capsule biogenesis inhibitors (AID 488966); E. coli UTI89 K1F phage lysis, alamar blue, 2 h; higher % means a stronger effect; inhibition, % at 100 µM; hits with a dose series show IC50 in µM; 0.02% of 340,000 active;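 active = phage lysis inhibition, versus mean bacterial control, above a set limit; inconclusive = no clear call, values can overlap the other calls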;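 also: capsule biogenesis inhibitors block K1F phage lysis so surviving cells raise fluorescence; higher fluorescence means more inhibition of phage lysis; actives were called in the ten point dose series up to 300 µM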
T cell HTS – T cell immune modulation candidate; 2C CD8+ T cell-vesicle binding, flow cytometry; stronger effect = lower value; calls only at 7 µM; 0.068% of 330,000 active;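 active = response, share of CD8 T cells binding vesicles, and their 90th percentile fluorescence all below set limits, cut at about 80% in these data, passing the limit was not always enough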
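Assay system: 2C TCR transgenic mouse naive CD8+ T cells, MACS-purified | Read-out: CD8+ gate FL2 mean fluorescence as % of same-row positive control | Signal: High-throughput flow cytometry with anti-B7-1 and anti-CD8 staining | Timing: Binding step 1.5 h, 37 °C, antibody labelling 20 min, ice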
Dengue-2 NS5 capping – flavivirus cap methylation enzyme inhibition – biochemical, confirmation dose response, primary screen (AID 588689); Dengue-2 NS5 methyltransferase capping enzyme assay, biochemical; higher % means a stronger effect; inhibition, % at 25 µM; hits with a dose series show IC50 in µM; 0.3% of 340,000 active; in the data active = a potency from the dose series; inconclusive = inhibition above about 29% without an active follow-up result
Large T inhibition – TAg ATPase/helicase activity blockers – biochemical (AID 1903) | SV40 large T antigen ATPase/helicase inhibition assay; higher % means a stronger effect | inhibition, % at 20 µM; hits with a dose series show IC50 in µM | 0.39% of 310,000 active; in the data active = a potency from the dose series; inconclusive = inhibition mostly from about 32% at the one dose, without a potency; inactive = the rest, 99 in 100 with inhibition below about 32%; also: strong numbers were not always called active
RSV CPE inhibition – RSV antiviral activity via CPE protection, HEp-2 cells, primary 10 µM value included (AID 2391). HEp-2 cells, RSV-induced CPE inhibition; higher % means a stronger effect. CPE inhibition, % at 10 µM; hits with a dose series show IC50 in µM. 0.13% of 310,000 active; in the data active = a potency from the dose series; inconclusive = CPE inhibition mostly from about 23% at the one dose, without a potency; inactive = the rest, 99 in 100 with CPE inhibition below about 21%; also: strong numbers were not always called active
T cell HTS vesicle-bound % – recorded beside T cell HTS, whose call it bears; double positive events, %; measured here: CD8+ vesicle-bound cell fraction;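 binding gate set so that unloaded-vesicle control wells show 10% double positive cells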
NTR1 ag cell count 20 µM – recorded beside NTR1 ag, whose call it bears; cell count; measured here: cell count, cytotoxicity flag
Dengue-2 NS5 capping pilot replicate – further read-out of Dengue-2 NS5 capping, marked with its call; inhibition, %; measured here: pilot screen replicate inhibition
The depositor's hits bear a star; i = inactive; ? = inconclusive; nt = no result given; [ ] = remark or other dose.

SMILES	MgcRacGAP inhibition	PhoP inhibition	NTR1 ag	NTR1 ag cell count 20 µM	West Nile antiviral	K1F lysis inhibition	T cell HTS	T cell HTS vesicle-bound %	Dengue-2 NS5 capping	Large T inhibition	RSV CPE inhibition	others
CCN1C(=O)[C@H]2[C@H]3CN=C(SCc4ccccc4)N3[C@@](CC)(C(=O)OC)[C@H]2C1=O	8%	nt	0.5	52	nt	0.1%	nt	nt	-2%	nt	nt	Dengue-2 NS5 capping pilot replicate=-0.9
O=C(CSc1nnc(-c2ccc(Cl)s2)o1)N1CCCc2ccccc21	2%	-4%	nt	nt	-0.1%	1.4%	nt	nt	-7%	6%	nt
COc1ccc(C2C(C(C)=O)=C(O)C(=O)N2CCc2c[nH]c3ccccc23)cc1 (centres undefined)	8%	nt	-0.5	83	0.0%	-0.2%	i	49	-12%	nt	6.7%
CC1CCCCC1NC(=O)C1CCN(S(=O)(=O)c2ccc(-n3cnnn3)cc2)CC1 (centres undefined)	3%	3%	1.4	51	-0.1%	0.3%	i	18	-1%	-1%	0.6%
CCOc1cc(/C=C\c2nc(O)c([N+](=O)[O-])c(=O)[nH]2)ccc1OC(C)CC (centres undefined)	9%	-6%	-0.7	78	-0.4%	-0.1%	i	25	14%	25%	0.5%
CCn1cc(CN(C)C(=O)/C=C/c2ccc([N+](=O)[O-])cc2)c(C)n1	6%	-2%	-0.4	64	-0.3%	3.7%	i	3	-6%	16%	0.1%
C#Cc1ccc(CN2CCC(C(=O)Nc3ccc(Oc4ccccc4)nc3)CC2)cc1	13%	6%	0.7	79	-0.4%	0.7%	i	8	-5%	0%	2.9%
COc1cccc(CNC(=O)c2cnc(-c3ccccn3)nc2C(F)(F)F)c1	12%	22%	-3.6	86	nt	2.7%	i	45	3%	-12%	2.1%
COc1ccc2nc(SCC(=O)Nc3c(C)cccc3C)[nH]c2c1	1%	-2%	-0.7	56	-0.1%	-2.2%	i	21	-5%	10%	5.4%
O=C(CCCCn1c(=O)[nH]c2ccccc2c1=O)NC1CCN(Cc2ccccc2)CC1	11%	6%	-2.6	90	nt	0.1%	i	51	-2%	16%	0.7%
NS(=O)(=O)c1ccc(NC(=O)C2CCCO2)cc1 (centres undefined)	nt	-3%	0.4	50	-0.5%	nt	i	14	nt	-3%	0.1%
Cc1ccnc(NS(=O)(=O)c2ccc(NS(C)(=O)=O)cc2)n1	13%	-6%	-0.9	66	0.4%	0.2%	i	42	-6%	8%	1.5%
O=C(Nc1ccccc1C(=O)O)c1cccc(N2C(=O)c3ccccc3C2=O)c1	10%	1%	-0.1	56	-0.1%	0.0%	i	44	3%	27%	1.2%
CCCC(C(=O)NC1CCCC1)N(Cc1ccc(F)cc1)C(=O)c1snc(C(N)=O)c1N (centres undefined)	0%	2%	0.8	56	-1.2%	-0.5%	i	31	7%	22%	0.3%
CC(=O)COC(=O)C1CCN(S(=O)(=O)c2cc([N+](=O)[O-])ccc2Cl)CC1	11%	-13%	3.2	55	0.0%	0.1%	i	34	7%	6%	0.7%
CC1CCCCN1S(=O)(=O)c1ccc(N(C(=O)c2cnccn2)C(C(=O)NC2CCCCC2)c2cccs2)cc1 (centres undefined)	9%	-5%	0.1	39	0.0%	7.6%	i	41	0%	5%	6.0%
Nc1cc(-c2cccc(Br)c2)nn1Cc1ccccc1	5%	14%	5.5	78	-1.4%	-0.1%	i	50	5%	13%	5.5%
O=C(Nc1ccc(N2CCN(C(=O)c3ccco3)CC2)cc1)c1ccco1	7%	-1%	0.7	55	-0.4%	1.2%	i	50	-4%	7%	2.7%
CC1CC1C(=O)OCC(=O)NC(=O)c1ccc(C(C)(C)C)cc1 (centres undefined)	0%	nt	1.6	64	nt	0.2%	i	25	-8%	nt	nt
O=C(Cc1ccc(F)cc1)Nc1c(C(=O)N2CCN(c3ncccn3)CC2)oc2ccccc12	11%	9%	-0.9	66	0.0%	-0.1%	i	24	-8%	5%	0.8%
Cc1ccc2nc(N3C(=O)C(O)=C(C(=O)c4ccco4)C3c3ccc(O)cc3)sc2c1 (centres undefined)	6%	-5%	2.3	42	0.5%	-1.2%	i	57	4%	-22%	5.5%
C/C(=N\NC(=O)c1ccccc1Cl)c1ccccn1	-11%	6%	4.6	101	?	-0.2%	i	28	-3%	0%	6.0%
Cc1cc(C)c(NC(=O)/C=C\C(=O)O)c([N+](=O)[O-])c1	9%	23%	2.3	46	-0.2%	-0.2%	i	14	-5%	2%	-0.5%
O=C(c1ccco1)N1CCN=C1SCc1ccccc1Cl	-2%	-6%	0.3	84	0.9%	0.7%	i	38	-5%	5%	0.3%
O=C(NC1CCCCC1)c1cc(-c2ccccc2Cl)on1	1%	8%	-0.5	43	-1.7%	0.5%	i	20	-4%	-2%	3.4%
COc1ccccc1NC(=O)C1CC(C)OC1=O (centres undefined)	7%	nt	1.0	65	nt	0.5%	i	46	16%	12%	nt
CC(=O)Nc1cccc(C(=O)N2CCN(S(=O)(=O)Cc3ccccc3)CC2)c1	0%	nt	-0.6	72	nt	1.4%	i	35	-9%	nt	nt
Nc1cc(C(=O)OCC(=O)NCCNC(=O)COC(=O)c2ccc(Cl)c(N)c2)ccc1Cl	3%	2%	0.1	30	-0.3%	-0.2%	i	17	6%	6%	1.9%
O=C(COc1ccc(CO)cc1Cl)Nc1ccc(F)cc1	3%	18%	-1.4	79	0.2%	-0.2%	i	38	-5%	-2%	?
Cc1oc2c(cc(NS(=O)(=O)c3cccs3)c3ccccc32)c1C(=O)OC(C)C	9%	8%	9.7	67	nt	2.6%	i	0	6%	25%	44%

2 compounds picked at random from the list so far, as already listed:
SMILES	MgcRacGAP inhibition	PhoP inhibition	NTR1 ag	NTR1 ag cell count 20 µM	West Nile antiviral	K1F lysis inhibition	T cell HTS	T cell HTS vesicle-bound %	Dengue-2 NS5 capping	Large T inhibition	RSV CPE inhibition	others
O=C(COc1ccc(CO)cc1Cl)Nc1ccc(F)cc1	3%	18%	-1.4	79	0.2%	-0.2%	i	38	-5%	-2%	?
CC1CC1C(=O)OCC(=O)NC(=O)c1ccc(C(C)(C)C)cc1 (centres undefined)	0%	nt	1.6	64	nt	0.2%	i	25	-8%	nt	nt

(list continues)
SMILES	MgcRacGAP inhibition	PhoP inhibition	NTR1 ag	NTR1 ag cell count 20 µM	West Nile antiviral	K1F lysis inhibition	T cell HTS	T cell HTS vesicle-bound %	Dengue-2 NS5 capping	Large T inhibition	RSV CPE inhibition	others
Cc1ccc(Oc2ncnc(N)c2[N+](=O)[O-])cc1C	4%	6%	-1.0	39	-0.4%	0.0%	i	49	-9%	8%	-0.6%
COc1ccc(CCN2C(=O)N(c3ccc(OC)cc3)C(=O)C2CC(=O)Nc2ccccc2)cc1 (centres undefined)	13%	1%	1.2	78	-0.5%	0.2%	i	55	1%	4%	3.3%
CCCCOC(=O)c1ccc(NC(=O)c2ccccc2OC)cc1	6%	8%	5.6	74	-0.1%	3.7%[50 µM]	i	50	1%	-5%	12%
N#Cc1ccccc1S(=O)(=O)N1CCN(CC(=O)NCC2(N3CCOCC3)CCCCC2)CC1	3%	nt	1.8	54	nt	0.1%[50 µM]	i	4	4%	nt	-0.1%
Cc1ccc(C)c(C(=O)COC(=O)CCN2C(=O)C3C4CCC(C4)C3C2=O)c1 (centres undefined)	6%	nt	-0.5	49	-0.2%	-0.1%	nt	nt	-2%	nt	nt
CCNC(=O)CN(CCc1ccccc1)S(C)(=O)=O	10%	3%	-0.4	40	0.0%	0.5%	i	62	6%	0%	2.6%
CCC(=O)Nc1cccc(NC(=O)CSc2nnnn2Cc2ccccc2)c1	9%	10%	-2.8	45	0.6%	2.4%	i	47	2%	1%	0.5%
Cc1csc(NC(=O)CSc2nc3ccccc3s2)n1	6%	2%	-0.6	59	-0.4%	-0.6%	i	56	-10%	2%	0.9%
Cc1ccc(Nc2nc(N)c([N+](=O)[O-])c(NCCO)n2)cc1C	7%	-7%	-1.4	40	0.4%	0.5%	i	12	-10%	6%	22%
N#CCCNS(=O)(=O)c1ccc(C(=O)OCCCOC(=O)c2ccc(S(=O)(=O)NCCC#N)cc2)cc1	7%	-6%	-0.8	53	0.0%	0.1%	i	66	-2%	6%	0.2%
COC(=O)[C@@]12CCCCN1[C@H](c1ccc(-c3ccc(OC)cc3)cc1)[C@@H]1C(=O)N(C)C(=O)[C@@H]12	10%	nt	9.4	60	nt	0.5%	i	39	-10%	4%	25%
Cc1ccc(N2CCN(CC(O)COc3ccccc3)CC2)cc1 (centres undefined)	14%	-2%	-0.2	64	-0.4%	2.2%	i	62	-6%	11%	-0.4%
COc1ccc(CN(CC(=O)NC2CCCC2)C(=O)c2onc(C(N)=O)c2N)cc1	2%	16%	-1.2	42	-0.2%	0.3%	i	64	-3%	-12%	1.9%
O=C(C1CCCC1)N1CCC(CO)(Cc2ccccc2Cl)CC1	11%	-8%	2.6	71	-0.7%	0.1%	i	48	-1%	5%	1.4%
Cc1nc([N+](=O)[O-])cn1CC(O)c1ccccc1 (centres undefined)	nt	-8%	-1.0	53	-0.1%	nt	i	6	nt	6%	0.5%
O=C(CCCCCn1c(=S)[nH]c2cc3c(cc2c1=O)OCO3)NCCc1ccccc1	9%	-3%	1.7	77	-0.3%	0.2%	i	36	-1%	16%	2.3%
COCCNC(=S)N/N=C/c1c(C)[nH]c2ccccc12	9%	-6%	1.2	45	-1.1%	0.1%	i	25	-14%	16%	?
O=C(CCNC(=O)c1ccccc1)OCC(=O)c1cccc(Cl)c1	1%	12%	1.0	36	0.0%	-0.3%	i	44	-6%	5%	-1.4%
O=[N+]([O-])c1ccc(-n2nnnc2-c2ccccc2)c([N+](=O)[O-])c1	6%	31%	nt	nt	-1.9%	-0.4%	i	42	3%	19%	-1.6%
C#CCNC(=O)C1=C[C@@H](C2CC2)[C@H](CCCO)[C@@H](OCC)O1	8%	-7%	3.7	53	0.1%	3.0%	i	48	-2%	3%	-0.7%
CN1C2CCC1CC(OC(c1ccccc1)c1ccccc1)C2 (centres undefined)	0%	-5%	2.3	62	0.0%	0.1%	i	9	0%	11%	-2.8%
O=C(CCCC(=O)NCC1CCCO1)NCC1CCCO1 (centres undefined)	7%	2%	-0.1	41	0.6%	2.1%	i	48	-1%	6%	1.6%
COC(=O)c1cc(OC)c(OC)cc1NC(=O)CSc1nnc(-c2cccnc2)n1C	7%	2%	0.0	84	0.3%	0.3%	i	30	-2%	5%	0.6%	Dengue-2 NS5 capping pilot replicate=-2.7

Assay outcomes: PubChem BioAssay, several laboratories
